Screening data as filed in PubChem.
PNC inhibitor: High Content Assay for Compounds that inhibit the Assembly of the Perinucleolar Compartment. PC3M PTB-GFP, PNC prevalence imaging, 16 h; stronger effect = lower value. activity change (PNC), negative = inhibition, % at 10 µM. hit rate 3.1% among 140,000;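 active means readout at or below -70, meaning at least 70% loss of cells showing the perinucleolar compartment, a nuclear body marking cancer cells; inconclusive means readout between -30 and a set limit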;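 further: plate controls were DMSO wells for no effect and camptothecin positive control wells for full effect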
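Compounds are pinned in duplicate onto adhered PC3M cells stably expressing GFP-tagged PTB and incubated 16 h at 37 C. Cells are then fixed, nuclei stained with Hoechst, and PNC-positive cells counted.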
IMPase inh: qHTS Assay for Identifying the Cell-Membrane Permeable IMPase Inhibitors | Inositol monophosphatase 1 (Rattus norvegicus), P97697 | CHO-M1 cells, IP1 accumulation, HTRF TR-FRET ratio | inhibition (IP1 accumulation), % at 46.1 µM | 120,000 tested, under 10 active | AID 901, 2007; active means well fitted curve in the direction sought with a large enough effect in the signal ratio, not every such curve was filed as active; inconclusive means small, poorly fitted or top-dose-only effect, or a change in a side signal; inactive means no such curve, though single readings can be large or run the other way; the % refers to the signal ratio;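 further: cells stimulated with carbachol in lithium chloride buffer; plate controls were DMSO basal wells for no effect and reference inhibitor wells for full effect; higher means more IMPase inhibition seen as more IP1 and lower FRET ratio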
Target sequence (P97697 whole entry, looked up): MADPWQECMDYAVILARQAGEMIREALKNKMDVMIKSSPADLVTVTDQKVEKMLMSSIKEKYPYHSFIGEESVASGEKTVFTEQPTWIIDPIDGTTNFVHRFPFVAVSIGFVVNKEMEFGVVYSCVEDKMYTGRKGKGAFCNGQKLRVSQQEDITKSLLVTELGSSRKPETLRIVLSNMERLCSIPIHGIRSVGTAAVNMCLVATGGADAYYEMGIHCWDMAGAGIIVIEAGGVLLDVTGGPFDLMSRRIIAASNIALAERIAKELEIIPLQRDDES
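The IP-One HTRF competitive assay in carbachol-stimulated CHO-M1 cells quantifies cellular IP1. Compounds spanned up to 46 uM final, and activity is expressed as AC50 from concentration-response fits of the ratio and donor data.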
ALOX12 inhib: qHTS Assay for Inhibitors of 12-hLO (12-human lipoxygenase) | purified 12-hLO, xylenol orange hydroperoxide absorbance | hit rate 0.12% among 150,000 | Polyunsaturated fatty acid lipoxygenase ALOX12 (Homo sapiens), P18054 | Potency, µM (top dose mostly 57.1 µM), for inactives: at the highest dose activity change, negative = inhibition, hits mostly inhibitors; further: potency means the concentration at half of the fitted maximal effect; nearly all actives have a fitted effect of over 55% in size; many of its hits are not listed in these tables
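Purified human 12hLO (150 nM), preincubated 15 min with compound, then 40 uM arachidonic acid for 30 min, room temperature, Hepes pH 7.0 with 0.01% Triton X-100. Hydroperoxide detected by ferrous iron/xylenol orange; 573/405 nm absorbance ratio gives reaction progress.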
15-hLO-2 inh: qHTS Assay for Inhibitors of 15-hLO-2 (15-human lipoxygenase 2) | Potency, µM (doses to about 57.1 µM), without a hit: top-dose activity change, negative = inhibition, actives largely listed as inhibitors | hit rate 0.56% among 110,000 | AID 881, 2007 | purified 15hLO-2, xylenol orange hydroperoxide absorbance | Polyunsaturated fatty acid lipoxygenase ALOX15B (Homo sapiens), O15296; further: potency means the concentration at half of the fitted maximal effect; nearly all actives have a fitted effect of over 60% in size; many of its hits are not listed in these tables
Target sequence (O15296 whole entry, looked up): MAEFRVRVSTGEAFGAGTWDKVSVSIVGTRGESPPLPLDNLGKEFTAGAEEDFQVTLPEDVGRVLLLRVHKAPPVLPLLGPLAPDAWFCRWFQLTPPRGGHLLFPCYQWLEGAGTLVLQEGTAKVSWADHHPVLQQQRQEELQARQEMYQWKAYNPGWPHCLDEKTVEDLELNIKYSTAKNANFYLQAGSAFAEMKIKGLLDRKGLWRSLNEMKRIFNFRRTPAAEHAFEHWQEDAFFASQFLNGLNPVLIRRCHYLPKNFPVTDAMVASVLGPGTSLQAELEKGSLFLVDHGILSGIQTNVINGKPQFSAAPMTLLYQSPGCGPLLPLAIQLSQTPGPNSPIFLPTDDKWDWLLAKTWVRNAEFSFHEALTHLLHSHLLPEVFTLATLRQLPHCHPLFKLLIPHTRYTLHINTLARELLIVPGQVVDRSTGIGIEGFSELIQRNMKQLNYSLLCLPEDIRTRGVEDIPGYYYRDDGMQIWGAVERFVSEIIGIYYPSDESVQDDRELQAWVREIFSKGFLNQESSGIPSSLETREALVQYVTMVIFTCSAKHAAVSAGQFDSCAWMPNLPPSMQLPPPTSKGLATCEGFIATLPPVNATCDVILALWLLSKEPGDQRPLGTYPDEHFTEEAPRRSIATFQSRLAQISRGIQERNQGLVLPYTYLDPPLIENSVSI
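Enzyme 50 nM, AA 45 uM, 25 mM Hepes pH 7.5 + 0.01% Triton X-100; cpd preinc 15 min RT, rxn 90 min RT; stop/detect with 200 uM XO + 300 uM Fe(II) in 50 mM H2SO4, 30 min; A573/A405.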
* marks the source's active call; other numbers are inactive results; ? = inconclusive; · = not tested or not shown; [ ] = another dose, or the depositor's remark. Unless noted, the call rests on the fitted dose curve; in most records, active means well fitted curve in the direction sought with a large enough effect; inconclusive means small, poorly fitted or top-dose-only effect, or another doubt; inactive means no such curve, though single readings can be large; an effect the other way counts as inactive or inconclusive. Unless noted, on the % scale 0 is the no-effect control and ±100 the full control effect.

Below each compound – PNC inhibitor, IMPase inh, ALOX12 inhib, 15-hLO-2 inh
- CCOc1nc(C#N)nc(N2CCCCC2)n1
    7, 18, 5%, 5%
- CC(=O)NCCc1csc(-c2ccccc2)n1
    26, 9, 3%, ·
- CCOC(=O)c1c(C)sc2c1N(C(=O)CCl)c1cc(Cl)ccc1S2
    -24, 10, -10%, 1%
- Cc1cccc(Cn2c(=O)c3c(nc4n3CCCN4Cc3ccccc3)n(C)c2=O)c1
    15, 7, ?, -5%
- O=C(NCCCNC1CCCCC1)c1ccc(/C=N/O)nc1
    -16, -2, 1%, 9%
- CCCCc1nnc(NC(=O)CSc2nc(C)cc(=O)[nH]2)s1
    28, -2, -4%, 0%
- Cc1ccccc1C(=O)Nc1c(C(=O)N2CCCC2)cnn1-c1ccccc1
    34, -10, 4%, 2%
- CCC(c1n[nH]c(=S)n1-c1ccccc1)N(C)C (stereo not given)
    -2, -9, 2%, ·
- COCCNC(=O)Cn1ncc2ccsc2c1=O
    -17, -5, 3%, -4%
- Cc1ccc(NC(=S)NCc2ccccn2)cc1
    -20, 2, 0%, -9%
- COCc1nc2sc3c(c2c(=O)[nH]1)CCCC3
    -29, ·, -1%, ·
- Cc1cc(NC(=O)CSc2n[nH]c(-c3cccs3)n2)no1
    ?, 8, -2%, -1%
- COc1ccc(-c2nc3cnc(N4CCNCC4)nc3n(C3CC3)c2=O)cc1
    ·, ·, -2%, -3%
- O/N=C\c1ccc(-c2ccccc2)o1
    ?, ·, -3%, ·
- Cc1ccc(C(=O)OC(C(=O)Nc2ccc(Cl)cc2C(F)(F)F)c2ccccc2)cc1 (stereo not given)
    20, ·, 3%, ·
- CCCCNC(=O)C1(c2ccc(OC)cc2)CCOCC1
    ?, ·, -6%, ·
- Cc1cc(CNC(=O)Nc2ccc3c(c2)OCO3)nn1C
    -17, 17, -2%, 13%
- Cn1c(SCC(=O)OC2CCCCC2)nnc1-c1ccc(S(=O)(=O)N2CCCC2)cc1
    -14, 1, -5%, -8%
- CCS(=O)(=O)c1ccc(-c2csc(-c3ccc(Cl)cc3)n2)c(Cl)c1Cl
    ?, -1, 3%, 3%
- CC(C)N(C(=O)c1sc2cc([N+](=O)[O-])ccc2c1Cl)C(C)C
    17, -3, 0%, -2%
- CC1CCN(CCCNC(=O)CN2CCN(Cc3ccc(Cl)cc3)C2=O)CC1
    10, ·, 1%, ·
- O=C(Nc1ccccc1)c1cccnc1N1CCOCC1
    15, -8, -2%, 4%[2.29 µM]
- CCN(Cc1cc2ccccc2[nH]c1=O)S(=O)(=O)c1ccccc1
    13, 6, -6%, -14%
- COc1ccc(-c2oc3cc(OC)ccc3c2C(=O)c2ccc(C#N)cc2)cc1
    ·, ·, -5%, -3%
- Cc1sc2nc(CSc3ccc([N+](=O)[O-])c(C(F)(F)F)c3)[nH]c(=O)c2c1C
    5, ·, -21%, ·
- O=C(Nc1ccccc1[N+](=O)[O-])C1=C(O)CCn2c1nc1ccccc12
    -13, 2, 0%, -15%
- Cc1ccc(NC(=S)NC2CCCC2)cc1C
    ?, -7, -20%, ·
- CC1CCN(CCOCCOc2ccc(Cl)cc2Br)CC1
    -11, 10, -8%, 1%
- C=CCn1c(SCCN2C(=O)c3ccccc3C2=O)nc2scc(-c3ccccc3)c2c1=O
    19, -4, -1%, 1%
- CC1(C)C=Cc2cc3ccc(=O)oc3cc2O1
    ·, ·, -3%, 3%
- COc1ccccc1NS(=O)(=O)c1cccc(C(=O)OCC(=O)Nc2cc(C)on2)c1
    ?, 4, -3%, -5%
- c1nc(NCCN2CCOCC2)c2cc(-c3ccc4c(c3)OCO4)ccc2n1
    ·, ·, 7%, 61%[activator]
- CCC(c1nnnn1CCc1ccccc1)N(Cc1ccco1)Cc1cc2c(C)ccc(C)c2[nH]c1=O (stereo not given)
    11, 11, -11%, 30%
- CCC(CC)C(=O)N1CCN(c2cccc(C)c2C)CC1
    -15, ·, -1%, ·
- O=S(=O)(c1ccc2ccccc2c1)N1CCCCC1
    ?, 6, -5%, 8%
- CS(=O)(=O)N1N=C(c2ccccc2)CC1c1ccc2nccnc2c1 (stereo not given)
    6, ·, -5%, ·
- CCOC(=O)c1c(NC(=O)C(C)Sc2c[nH]c3ccccc23)sc2c1CCC2 (stereo not given)
    ?, ·, -2%, ·
- Cc1cc(C)cc(NC(=O)C(Nc2ccccc2)c2ccccc2)c1 (stereo not given)
    51, ·, -3%, ·
- Cc1ccc(NC(=S)NCC23C=CC(O2)C2C(=O)N(c4ccc(C)cc4)C(=O)C23)cc1 (stereo not given)
    -18, ·, -21%, ·
- O=C(O)C1C2C=CC(C2)C1C(=O)NCCCc1ccccc1 (stereo not given)
    14, ·, 1%, ·
- COc1ccc(/C=N/NC(=O)C(=O)N2CCN(c3ccccc3OC)CC2)cc1
    -11, 3, -5%, 5%
- COc1ccc(N2CCN(C(=O)CC34CC5CC(CC(C5)C3)C4)CC2)c([N+](=O)[O-])c1
    -29, ·, -2%, ·
- Cc1cc(C(=O)COc2ncnc3sccc23)c(C)n1C
    -15, 2, -2%, -4%
- CC1CCc2nc3sc4c(c3c(N)c2C1)CCCC4 (stereo not given)
    ?, ·, -4%, ·
- COc1cc(CC(=O)N/N=C/c2ccc([N+](=O)[O-])cc2)c([N+](=O)[O-])cc1OC
    ?, 2, -2%, ·
- CC(=O)Nc1ccnc(-c2cccnc2)n1
    19, -8, 4%, ·
- N[C@@H](Cc1ccnnc1)C(=O)O
    ·, ·, -4%[11.4 µM], 2%[11.4 µM]
- CC(=O)N1CCC2(CC1)CCN(C(c1ccccc1)c1ccccc1)CC2
    ·, ·, 6%, 12%
- N#CC1=C(N)Nc2nc3ccccc3n2C1c1ccc(Cl)cc1 (stereo not given)
    19, ·, -2%, ·
- CN(C)CCNC(=S)Nc1cccc(Cl)c1
    4, 4, -16%, -8%

Additional entries:
Below each compound – PNC inhibitor, IMPase inh, ALOX12 inhib, 15-hLO-2 inh
- Cc1cc(C(=O)N(C)CC(=O)Nc2ccccc2C(F)(F)F)c(C)o1
    12, 1, 2%, 23%
- CC(C)(C)c1ccc(S(=O)(=O)NCCOCC(F)(F)C(F)F)cc1
    ?, 4, -3%, -2%
- O=C(CSc1nc2ccccc2[nH]1)c1ccc(Cl)s1
    ?, 3, -20%, ?
- CN1C(=O)C2(C(C#N)=C(N)N(c3cc(Cl)cc(Cl)c3)C3=C2C(=O)CCC3)c2ccccc21 (stereo not given)
    19, -5, -2%, -2%
- Cc1nc2ccccc2c(=O)n1C1CCCCCC1
    -3, -2, -4%, -6%
- CC(C)CCCNc1nc(N2CCOCC2)nc(N2CCOCC2)n1
    45, 5, 0%, ·
- Cc1nc(CCNC(=O)Cc2ccc(Cl)cc2)cs1
    -90*, -2, 2%, -1%
- Nc1ccc2ncccc2c1N
    3, ·, 6%, ·
- CN1CCC(N(C)CC(=O)Nc2cccc(Oc3ccccc3)c2)CC1
    12, 12, 12%, 15%
- O=C(CSc1nnc(Nc2ccccc2)s1)NCc1ccco1
    15, 7, -13%, 4%
- CC1CC(C)CN(S(=O)(=O)c2ccc(C(=O)NCCCn3ccnc3)cc2)C1 (stereo not given)
    ?, 5, -2%, 31%[activator]
- O=C(/C=C/c1ccc(-c2ccccc2)o1)c1ccccc1
    -8, 0, -1%, ·
- C=CCN1C(=O)C(O)(CC(=O)c2ccc(Cl)cc2)c2ccccc21 (stereo not given)
    22, -4, -15%, -28%
- C[C@@H](O)c1nc2ccccc2n1N
    -15, ·, 5%, ·
- CCOC(=O)c1c(NC(=S)Nc2ccccc2)sc2c1CCN(CCc1ccccc1)C2
    6, 21, -13%, -15%
- CCOC(=O)c1cc2c(ccn2-c2ccc(F)cc2)n1CC(=O)N1CCN(C(=O)c2ccco2)CC1
    14, 8, -8%, -11%
- CC1=CC(C)(C)N(C(=O)CN2C(=O)c3ccccc3C2=O)c2ccccc21
    -3, 3, 3%, -1%
- O=C(N/C(=C/c1ccc2c(c1)OCO2)C(=O)N1CCOCC1)c1cccs1
    -4, 3, 5%, ?
- CCCCc1cc(=O)oc2c(CN(CC)CC)c(O)c(Cl)cc12
    4, -24, -6%, -14%
- COCCn1c(SCC(=O)NC(=O)NC(C)C)nc2ccccc21
    ?, -3, -3%, -1%
- CCCCCn1c(Sc2nc3ccccc3s2)nc2c1c(=O)[nH]c(=O)n2C
    23, 1, -11%, -7%
- Cc1cc(-c2csc(NC(=O)c3ccc(C#N)cc3)n2)c(C)n1Cc1ccccc1
    ?, -1, -1%, ·
- CN(CCO)C(=O)c1cccc2c1-c1ccccc1C2=O
    -20, 5, 3%, -5%
- CN(CC(=O)NCCN1CCN(Cc2ccccc2)CC1)S(=O)(=O)c1cccc2nsnc12
    86, 7, 1%, ·
- CCCCOc1ccc(S(=O)(=O)Nc2cc(OC)ccc2OC)cc1
    -24, -1, -7%, 4%
- N#Cc1ccc(C23CC4(C2)[C@H](CN(P(=O)(c2ccccc2)c2ccccc2)[C@@H]4c2ccccc2)C3c2ccc(Cl)nc2)cc1 (stereo not given in full)
    ·, ·, -6%, 22%
- Cc1ccc(-c2cc(C(=O)Nc3cc(C)on3)c3ccccc3n2)cc1
    31, ·, -3%, ·
- CC(/C=C1\SC(=O)N(CC(=O)Nc2cccc(O)c2)C1=O)=C\c1ccccc1
    -4, 17, -5%, -1%
- CC1=CC2(O)OCCN(CCO)C2=CC1=O (stereo not given)
    -21, 1, -14%, ·
- Cc1ccc(N=c2sc(C)c(C)n2C)cc1
    42, ·, -1%, ·
- COc1ccc(-n2nnnc2SCC(=O)c2ccc(OC)c(OC)c2)cc1
    -2, -5, -3%, -17%
- CC(C)Oc1cccc(C(=O)Nc2ccccc2N2CCOCC2)c1
    5, 0, -4%, 4%
- O=C1c2ccccc2C(=O)N1CCCCN(C(=O)c1cc([N+](=O)[O-])cc([N+](=O)[O-])c1)c1ccc(Cl)cc1
    -27, ·, 3%, ·
- CCOc1ccc(C(C)=O)cc1N1C(=O)C2C(C1=O)C1C=CC2C12CC2 (stereo not given)
    16, 2, 3%, -8%
- CCCCC(=O)N1CC2(C)CN(C(=O)CCCC)CC(C)(C1)C2=O
    8, 8, -1%, 4%
- Cc1cc2cc3c(=O)[nH]c(=O)[nH]c3nc2cc1C
    ·, ·, 3%[11.4 µM], -8%[11.4 µM]
- CC(=O)Nc1ccc(NC(=O)C2CCCN(c3ncccn3)C2)cc1 (stereo not given)
    ?, ?, -2%, ·
- C=CCc1cccc2cc(C(=O)NCc3cccnc3)c(=O)oc12
    -11, 22, -4%, 13%
- COc1ccc(NC(=O)Nc2ccc3nsnc3c2)cc1
    -28, 13, 1%, -2%
- COc1ccc(OC)c(C(=O)CSc2nc3ncccc3[nH]2)c1
    ?, 0, -1%, -4%
- O=C(Nc1nccs1)c1ccc(S(=O)(=O)c2ccccc2)cc1
    -12, 2, -1%, 2%
- Cc1ccc(C)c(NC(=S)NC(C)C(c2cccs2)N2CCOCC2)c1 (stereo not given)
    6, ·, 3%, ·

These rows are one share of the data. The share of hits here may be higher or lower than overall.
